# PGC1a acetyl inh: inhibitors of PGC1a acetylation signal, primary screen, cell-based, U2OS, AlphaScreen, inhibitor mode | AlphaScreen anti-acetyl-lysine; with virally co-expressed GCN5 acetyltransferase | inhibition, % at 15.6 µM | 0.17% of 350,000 active | AID 651687, 2012;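 active means every replicate shows inhibition of at least 40%; inconclusive means mean inhibition at least 40% but some replicate below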;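 further: 0% = neutral control wells and 100% = positive control wells; some results beyond the cut were filed as inactive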
# Cneo AK release: Cryptococcus neoformans cell lysis inducers, primary screen, AK release luminescence, single concentration; lysis activity, % at 15 µM; AID 651654, 2012; 0.2% of 360,000 active; C. neoformans lysis, adenylate kinase release luminescence, 4 h; normalised: neutral wells 0, clomiphene wells 100;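 active means mean lysis activity across replicates of at least 80%, whatever share of replicates individually reach that level; inactive means mean lysis activity below 80%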
#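 Test system: log-phase Cryptococcus neoformans yeast cells; Quantity: yeast cell density of 5 × 10^6 cells/mL; Buffer or medium: YPD; Doses: single compound concentration per well; Timing: 4 h at 37 °C static, read 1 h later; Measured by: AK luminescence; Read-out basis: lysis from increased AK signal; Control set: Clomiphene as positive control.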
# SIRT5 block: SIRT5 desuccinylase inhibitors, primary screen, biochemical, fluorescence imaging, single point, set 5; NAD-dependent protein deacylase sirtuin-5, mitochondrial (Homo sapiens), Q9NXA8; Purified SirT5, succinyl-peptide AMC, trypsin-coupled fluorescence; inhibition, % at 15 µM; 1.1% of 330,000 active; AID 652115, 2013; in the data active means inhibition above about 15%; inconclusive means no clear call, values can overlap the other calls
# LGR2 antag: inhibitors of bursicon-induced LGR2 CRE-luciferase signal, primary screen, cell-based, HEK293, CRE-luciferase reporter, bursicon stimulation | Drosophila bursicon receptor LGR2 (rickets) | bursicon-stimulated, 4 h | inhibition, % at 9.99 µM | 0.35% of 380,000 active | AID 720647, 2013;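 active means drop in luminescence signal, shown as inhibition above about 50% in the replicate tests, limit read from the data, passing the limit was not always enough; inconclusive means probably only some replicates passing the limit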;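 further: agonist challenge used bursicon conditioned medium at about half maximal strength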
# S100A4 inh HTS: inhibitors of S100A4-myosin IIA peptide binding, primary screen, biochemical, fluorescence polarization, TAMRA-MyoIIA peptide; inhibition, % at 10.7 µM; 0.14% of 360,000 active; Protein S100-A4 (Homo sapiens), P26447;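 active means mean inhibition of at least 70% across replicates, with every replicate also reaching that level; inconclusive means mean inhibition reaches 70% but some replicates fall short; inactive means mean inhibition below 70%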
# Target sequence (P26447 whole entry, looked up): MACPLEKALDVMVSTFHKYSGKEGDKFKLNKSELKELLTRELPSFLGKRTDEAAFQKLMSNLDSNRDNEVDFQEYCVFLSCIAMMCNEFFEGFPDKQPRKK
#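 Assay system: human S100A4 monomer with TAMRA-labelled myosin IIA peptide / Buffer or medium: Calcium-containing HEPES buffer, pH 7.2 / Reagent: TAMRA-labelled myosin IIA heavy-chain peptide probe, 5 nM / Compound: one dose per compound / Timing: polarization read 5 min after assay mix addition, stable 5–60 min / Benchmarks: neutral control DMSO, positive control TFP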
# ERAP1 inh: human ERAP1 aminopeptidase inhibitors, primary screen, biochemical, single point, plate reader; 0.15% of 340,000 active; recombinant ERAP1, Leu-AMC fluorescence, 60 min; AID 652197, 2013; inhibition, % at 10.7 µM; Endoplasmic reticulum aminopeptidase 1 (Homo sapiens), Q9NZ08;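 active means mean replicate inhibition of at least 30%, or all replicates individually reaching that 30% level; inactive means mean below 30% and not every replicate reaching it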;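 further: 0% = neutral control wells and 100% = L-leucinethiol positive control wells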
# Target sequence (Q9NZ08 whole entry, looked up): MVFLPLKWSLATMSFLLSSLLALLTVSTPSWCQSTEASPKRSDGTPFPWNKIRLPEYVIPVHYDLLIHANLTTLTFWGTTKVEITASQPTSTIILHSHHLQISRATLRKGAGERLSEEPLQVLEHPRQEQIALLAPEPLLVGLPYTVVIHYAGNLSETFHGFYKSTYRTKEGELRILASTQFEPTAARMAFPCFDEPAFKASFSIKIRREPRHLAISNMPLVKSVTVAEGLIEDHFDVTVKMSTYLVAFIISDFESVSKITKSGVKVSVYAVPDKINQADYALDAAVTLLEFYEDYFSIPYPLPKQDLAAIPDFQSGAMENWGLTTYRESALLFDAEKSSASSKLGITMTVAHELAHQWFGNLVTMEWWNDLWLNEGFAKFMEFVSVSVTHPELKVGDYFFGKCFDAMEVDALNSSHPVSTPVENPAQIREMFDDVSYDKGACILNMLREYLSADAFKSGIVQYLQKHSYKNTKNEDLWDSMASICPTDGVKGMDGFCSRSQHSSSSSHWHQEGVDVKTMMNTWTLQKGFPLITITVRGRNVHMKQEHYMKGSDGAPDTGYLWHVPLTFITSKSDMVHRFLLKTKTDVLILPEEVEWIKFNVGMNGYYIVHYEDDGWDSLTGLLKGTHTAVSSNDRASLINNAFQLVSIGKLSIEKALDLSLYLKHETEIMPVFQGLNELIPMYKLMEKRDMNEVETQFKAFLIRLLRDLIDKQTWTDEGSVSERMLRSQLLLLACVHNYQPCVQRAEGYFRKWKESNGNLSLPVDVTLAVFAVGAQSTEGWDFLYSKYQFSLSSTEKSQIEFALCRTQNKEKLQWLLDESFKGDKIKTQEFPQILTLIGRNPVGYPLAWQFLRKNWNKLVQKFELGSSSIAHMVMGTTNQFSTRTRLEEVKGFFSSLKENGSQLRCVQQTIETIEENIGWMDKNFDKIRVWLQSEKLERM
# XiGFP reactiv: activators of inactive X chromosome reactivation, primary screen, imaging, XiGFP fibroblasts, GFP high-content imaging, set 2; XiGFP mouse fibroblasts, % GFP-positive cells imaging, 3 d; cells co-treated with 5-aza-dC sensitizer; scaled so ellipticine positive control = 100%; AID 743238, 2013; 0.055% of 360,000 active; activation, % at 7.58 µM;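 active means mean normalized replicate activation at least 10% and every replicate at or above 10%; inconclusive means only one of the two criteria met; inactive means mean below 10% and not all replicates reach 10%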;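 further: 0% = median of on-plate neutral control wells and 100% = ellipticine 6 µM median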
#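 Assay system: SV40-immortalized XiGFP fibroblast cells, line 68-5-11; buffer or medium: DMEM plus 5-aza-dC sensitizer; compound: one concentration, pinned; timing: compounds 3 days, fix/stain 15 min at room temperature; benchmarks: positive control ellipticine, 6 µM final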
# Statin myotox sup: suppressors of statin myotoxicity in C2C12 myotubes, primary screen, cell-based, single point, plate reader; C2C12 myotubes + simvastatin, ATP luminescence, 48 h; scaled: DMSO 0, geranylgeraniol control 100; rescue of ATP level, % at 7.49 µM; 0.78% of 330,000 active;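 active means mean ATP rescue above about 67%, or every replicate alone reaching that limit, limit read from the data, passing the limit was not always enough; inconclusive means no clear call, values can overlap the other calls; inactive means mean under the limit and some replicate under it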;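 further: myotubes were challenged with 10 µM simvastatin during compound exposure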
# * marks the source's active call; other numbers are inactive results; ? = inconclusive; nt = not tested or not shown. An excerpt, so the mix of outcomes need not match the whole.
SMILES,PGC1a acetyl inh,Cneo AK release,SIRT5 block,LGR2 antag,S100A4 inh HTS,ERAP1 inh,XiGFP reactiv,Statin myotox sup
N#C[C@H]1[C@@H](c2ccc(C3=CCCC3)cc2)[C@H](CO)N1C(=O)Cc1ccncc1,-4,-10,6,-2,-25,1,0.4,-13
ClC1(CNc2ccccc2)CCN(Cc2ccccc2)CC1,nt,nt,2,3,9,-8,0.0,nt
C[C@@H]1CCCCO[C@H](CN(C)S(=O)(=O)c2cn(C)cn2)[C@@H](C)CN([C@H](C)CO)C(=O)c2cc(NS(=O)(=O)c3ccccc3)ccc2O1,5,-7,-1,1,21,0,0.0,nt
COc1ccc(S(=O)(=O)Nc2cccc3c2O[C@H](CN(C)Cc2ccccc2)[C@H](C)CN([C@@H](C)CO)C3=O)cc1,-15,-4,-3,3,-1,0,-1.3,3
CCCOC(=O)C1=C(C)N(C)C(=O)NC1c1cc2c(cc1Br)OCO2 (stereo unspecified),nt,5,-1,16,5,2,-0.1,14
CCCCC1=CC2=C(c3ccco3)C(=O)C(C)(OC(=O)c3ccc(OC)cc3)C(=O)C2=CN1C1CC1 (stereo unspecified),nt,22,nt,10,3,-2,0.0,-3
CCn1cc(/C=C(\NC(=O)c2ccc(OC)cc2)C(=O)N2CCOCC2)c2ccccc21,-7,-4,-2,9,2,1,0.4,15
Cn1c(=O)c2[nH]c(Cc3cccc4ccccc34)nc2n(C)c1=O,3,nt,nt,2,1,-3,0.2,-4
CC(C)CC(=O)n1sc(NC(=O)c2ccccc2)nc1=O,4,0,-3,-5,1,7,nt,5
COc1ccc(N(CC(=O)Nc2cccc(N(C)S(C)(=O)=O)c2)S(C)(=O)=O)cc1OC,8,-1,0,4,-5,2,nt,5
COc1cc2cc(CN(CCCN3CCOCC3)C(=O)Nc3ccc(F)cc3)c(=O)[nH]c2cc1OC,nt,nt,1,-18,-7,-2,0.0,nt
CCOc1ccc(N2CC(C(=O)NCCc3ccc(F)cc3)CC2=O)cc1 (stereo unspecified),-2,-1,-2,11,58,-6,0.0,-3
CCOc1ccc(NC(=O)C2CCN(S(=O)(=O)c3ccc4c(c3)C(C)(C)C(=O)N4C)CC2)cc1,12,0,6,16,-2,3,0.0,-3
COc1ccc(/C=C2/SC(=O)N(CCNC(=O)C3CC(=O)N(Cc4ccccc4)C3)C2=O)cc1 (stereo unspecified),nt,0,-1,-31,-4,4,0.5,11
CC(=O)c1cc2c(cc1N(C(=O)c1ccco1)C(C(=O)NC1CCCC1)c1ccccc1F)OCO2 (stereo unspecified),-2,1,-1,6,-5,3,0.1,16
Cc1onc(-c2ccccc2)c1NC(=O)OC(C)c1cccnc1 (stereo unspecified),nt,1,-11,-2,-4,-6,0.1,-1
COc1ccc(NC(=O)Nc2ccc3c(c2)C(=O)N([C@H](C)CO)C[C@H](C)[C@H](CN(C)Cc2ccccc2)O3)cc1,4,3,4,-16,-6,-2,0.2,-17
COc1ccc(C(=O)NNC(=O)c2ccc3ccccc3c2)cc1,-1,4,nt,-3,2,3,0.4,1
O=C1OC(NCc2cccnc2)(c2ccc(Cl)cc2)c2ccccc21 (stereo unspecified),-9,nt,3,0,0,2,0.0,nt
O=C(Nc1nc2cc3c(cc2s1)OCCO3)c1ccco1,nt,-18,1,98*,-4,2,0.1,-18
CCOc1ccc(-c2nc(C#N)c(N3CCOCC3)o2)cc1,18,-4,-7,-15,5,4,-0.1,-9
C[C@H](NC(=O)C[C@@H]1CC[C@H]2[C@H](COc3ccc(NC(=O)C4CCOCC4)cc3C(=O)N2C)O1)c1ccccc1,-4,-2,-10,-1,-6,5,0.1,6
COc1cccc(-c2ccc([C@H]3[C@@H](C#N)N(C(=O)c4ccccn4)[C@H]3CO)cc2)c1,-2,3,0,4,-2,-1,-0.1,24
Cc1cc(C)cc(NC(=O)C(c2ccccc2)N2CCN(CC(=O)N3CCCC3)CC2)c1 (stereo unspecified),-6,1,-2,-6,-4,1,0.0,11
CN(C)/C=C/C(=O)c1ccc2noc(-c3ccc(F)cc3)c2c1,18,-2,-3,-1,8,-1,0.1,9

# Limited to S100A4 inh HTS, SIRT5 block and Statin myotox sup, for 2 of the compounds above:
SMILES | S100A4 inh HTS | SIRT5 block | Statin myotox sup
Cc1onc(-c2ccccc2)c1NC(=O)OC(C)c1cccnc1 (stereo unspecified) | -4 | -11 | -1
COc1ccc(NC(=O)Nc2ccc3c(c2)C(=O)N([C@H](C)CO)C[C@H](C)[C@H](CN(C)Cc2ccccc2)O3)cc1 | -6 | 4 | -17

# Carrying on:
SMILES,PGC1a acetyl inh,Cneo AK release,SIRT5 block,LGR2 antag,S100A4 inh HTS,ERAP1 inh,XiGFP reactiv,Statin myotox sup
Cc1ccsc1CN(C(=O)c1ccc([N+](=O)[O-])cc1)C1CCS(=O)(=O)C1 (stereo unspecified),3,-2,-3,13,2,1,0.2,nt
CCCCCN1C=CC=C/C1=C\C=C(C#N)C#N,3,-2,5,2,25,-3,0.0,nt
CC(=O)Nc1ccc(NC(=O)c2c(-c3ccccc3)noc2C)cn1,4,2,-7,4,-5,1,0.5,nt
O=C(NN=Cc1ccc2c(c1)OCO2)c1ccccc1,nt,-2,6,5,-2,0,0.0,-7
CCN(CC)CCCCOc1ccccc1OC,-28,1,-2,1,-4,0,nt,10
COc1ccc(NC(=O)N(C)C[C@@H]2Oc3ccc(NS(=O)(=O)c4cccs4)cc3C(=O)N([C@H](C)CO)C[C@H]2C)cc1,27,1,-6,-5,9,-1,0.0,-36
COC(=O)C1=C(C)N(Cc2cccc(C(F)(F)F)c2)C(=NCc2cccc(C(F)(F)F)c2)NC1c1ccc(Cl)cc1 (stereo unspecified),nt,nt,0,-1,0,2,0.6,nt
Cc1noc(C)c1COc1ccccc1C(=O)N1CCN(S(=O)(=O)c2ccccc2F)CC1,nt,nt,0,9,4,0,0.2,3
COC(=O)[C@@H]1[C@@H](CO)[C@@H]2Cn3c(cccc3=O)[C@@H]2N1C(=O)C1CCCCC1,nt,5,4,-7,1,-1,0.1,3
Cc1ccc(S(=O)(=O)N(C)C[C@@H]2Oc3ccc(NC(=O)C4CCCCC4)cc3C(=O)N([C@@H](C)CO)C[C@@H]2C)cc1,nt,-15,-1,-2,-2,-5,0.2,4
COC(=O)C[C@@H]1CC[C@@H]2[C@H](COc3ccc(NC(=O)c4cc(F)cc(F)c4)cc3C(=O)N2C)O1,-13,2,nt,-17,nt,nt,0.2,-1
O=C(NCCCN1CCOCC1)c1onc(CSc2ccccn2)c1C(=O)NCCCN1CCOCC1,3,0,nt,-19,nt,nt,0.0,-5
C/C=C/c1ccc([C@@H]2[C@@H](CO)N(C(=O)CC)[C@@H]2CNC(=O)C2CC2)cc1,8,1,3,-2,-4,0,0.0,6
CC12CCC(=O)N1C(C(=O)N1CCN(c3ccc(C(F)(F)F)cc3[N+](=O)[O-])CC1)CS2 (stereo unspecified),nt,-1,-1,-5,-2,1,-0.1,-10
COc1cccc(CN2CCC(n3nccc3NC(=O)C3CC3)CC2)c1,4,3,1,4,1,-6,0.5,6
O=C(N=Nc1c(O)[nH]c2ccc(Br)cc12)c1ccco1,-6,0,2,-15,-15,-2,0.0,0
COc1ccc(C2c3c(oc4ccc(Cl)cc4c3=O)C(=O)N2CCN2CCOCC2)cc1 (stereo unspecified),-7,0,-2,-3,-1,-6,-0.1,nt
CCOC(=O)C1C(=O)Oc2ccc3ccccc3c2C1C1CCOC1=O (stereo unspecified),nt,-3,nt,19,-5,nt,0.3,1
Cc1cccc(NC(=S)NC(C)(C)CC(C)(C)C)c1,2,nt,-4,-7,3,-3,0.0,nt
C[C@@H]1CN([C@@H](C)CO)C(=O)c2cc(-c3ccncc3)cnc2O[C@H]1CN(C)C(=O)Cc1cccnc1,-1,0,nt,14,nt,nt,-0.1,-7
COc1ccc(NC(=O)Nc2ccc3c(c2)C(=O)N([C@H](C)CO)C[C@@H](C)[C@H](CN(C)Cc2ccc4c(c2)OCO4)O3)cc1,-14,1,0,-15,-31,7,-0.5,-66
CCCCCc1ccc(-c2ccc(C(=O)O)cc2)nc1,-2,nt,2,?,0,4,nt,-1
COC(=O)Cc1cc(=O)[nH]c(/N=C(\N)Nc2ccc(C)cc2)n1,-1,1,-4,2,1,-2,nt,2
CC1CCCCC1NC(=O)c1cc(S(=O)(=O)N2CCCCC2)ccc1N1CCOCC1 (stereo unspecified),1,-2,10,-6,-2,5,-0.1,3
C[C@H]1CN([C@@H](C)CO)C(=O)c2cc(NS(=O)(=O)c3ccccc3)ccc2O[C@@H]1CN(C)S(=O)(=O)c1cccs1,10,38,1,-21,-5,3,0.1,?
CN(C(=O)COC(=O)C1CCN(S(=O)(=O)c2c(Cl)cccc2Cl)CC1)C1CCS(=O)(=O)C1 (stereo unspecified),1,1,-1,-13,-2,2,0.0,2
O=C1CN(C(=O)CN2C(=O)NC3(CCCCC3)C2=O)c2ccccc2N1,nt,nt,-1,9,-3,-2,0.1,nt
O=C(CN1C(=O)c2ccccc2S1(=O)=O)NCc1ccccc1Cl,-6,2,nt,7,3,nt,-0.1,-5

# Among those listed so far, 8 have fluorine.
SMILES,PGC1a acetyl inh,Cneo AK release,SIRT5 block,LGR2 antag,S100A4 inh HTS,ERAP1 inh,XiGFP reactiv,Statin myotox sup
COc1cc2cc(CN(CCCN3CCOCC3)C(=O)Nc3ccc(F)cc3)c(=O)[nH]c2cc1OC,nt,nt,1,-18,-7,-2,0.0,nt
CCOc1ccc(N2CC(C(=O)NCCc3ccc(F)cc3)CC2=O)cc1 (stereo unspecified),-2,-1,-2,11,58,-6,0.0,-3
CC(=O)c1cc2c(cc1N(C(=O)c1ccco1)C(C(=O)NC1CCCC1)c1ccccc1F)OCO2 (stereo unspecified),-2,1,-1,6,-5,3,0.1,16
CN(C)/C=C/C(=O)c1ccc2noc(-c3ccc(F)cc3)c2c1,18,-2,-3,-1,8,-1,0.1,9
COC(=O)C1=C(C)N(Cc2cccc(C(F)(F)F)c2)C(=NCc2cccc(C(F)(F)F)c2)NC1c1ccc(Cl)cc1 (stereo unspecified),nt,nt,0,-1,0,2,0.6,nt
Cc1noc(C)c1COc1ccccc1C(=O)N1CCN(S(=O)(=O)c2ccccc2F)CC1,nt,nt,0,9,4,0,0.2,3
COC(=O)C[C@@H]1CC[C@@H]2[C@H](COc3ccc(NC(=O)c4cc(F)cc(F)c4)cc3C(=O)N2C)O1,-13,2,nt,-17,nt,nt,0.2,-1
CC12CCC(=O)N1C(C(=O)N1CCN(c3ccc(C(F)(F)F)cc3[N+](=O)[O-])CC1)CS2 (stereo unspecified),nt,-1,-1,-5,-2,1,-0.1,-10
